MITF inh: inhibitors of human MITF | inhibition, % at 2.6 µM | AID 1259374 | 0.91% of 650,000 active | AlphaScreen MITF homodimerization, bead proximity signal | O75030; in the data active = inhibition above about 50%;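 note: 0% = vehicle wells with protein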
Target sequence (O75030 whole entry, looked up): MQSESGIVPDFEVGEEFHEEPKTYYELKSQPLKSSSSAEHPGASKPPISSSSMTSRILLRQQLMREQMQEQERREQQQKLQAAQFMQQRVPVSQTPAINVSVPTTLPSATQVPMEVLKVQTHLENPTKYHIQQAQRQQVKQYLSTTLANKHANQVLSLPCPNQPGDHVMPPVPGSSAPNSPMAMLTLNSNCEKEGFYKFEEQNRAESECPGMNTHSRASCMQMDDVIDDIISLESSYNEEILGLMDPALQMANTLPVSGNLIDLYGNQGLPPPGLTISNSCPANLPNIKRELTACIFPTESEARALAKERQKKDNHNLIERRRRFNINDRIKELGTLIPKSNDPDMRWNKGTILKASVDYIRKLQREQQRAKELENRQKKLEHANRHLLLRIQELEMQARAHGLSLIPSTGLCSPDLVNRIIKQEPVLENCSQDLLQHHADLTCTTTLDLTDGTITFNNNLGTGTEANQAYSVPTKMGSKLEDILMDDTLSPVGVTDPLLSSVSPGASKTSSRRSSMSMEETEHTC
FBW7 act: human FBW7 E3 ligase activation, primary screen; Q969H0; AlphaScreen FBW7–phospho-cyclin E peptide binding, activator screen; normalized activity (activation), % at 26.1 µM; 0.13% of 650,000 active; in the data active = normalized activity above about 1.9%;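 note: purified mutant Fbw7 with reduced substrate affinity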
GPR151 ag: human GPR151 activation; PathHunter beta-arrestin GPR151 cells, luminescence; 1% of 650,000 active; activation, % at 11.2 µM; in the data active = activation above about 4.9%;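 note: 0% = median of compound wells and 100% = cells with positive control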
Target sequence (Q8TDV0 whole entry, looked up): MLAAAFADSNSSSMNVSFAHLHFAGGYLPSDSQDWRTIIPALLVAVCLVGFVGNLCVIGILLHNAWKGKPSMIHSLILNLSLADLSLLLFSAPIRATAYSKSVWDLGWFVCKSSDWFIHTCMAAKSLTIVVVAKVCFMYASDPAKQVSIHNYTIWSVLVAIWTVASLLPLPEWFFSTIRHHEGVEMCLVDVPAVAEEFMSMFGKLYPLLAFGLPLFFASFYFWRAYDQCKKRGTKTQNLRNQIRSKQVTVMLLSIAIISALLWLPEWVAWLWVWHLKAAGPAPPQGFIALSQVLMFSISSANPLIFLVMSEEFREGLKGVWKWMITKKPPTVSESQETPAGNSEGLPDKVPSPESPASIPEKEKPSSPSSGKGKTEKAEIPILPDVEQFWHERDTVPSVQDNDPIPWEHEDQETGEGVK
TEAD-YAP block: TEAD-YAP interaction inhibition. HEK-TIYL cells, TEAD-Gal4/YAP UAS-luciferase luminescence. inhibition, % at 9.12 µM. 1.4% of 640,000 active. AID 1259422; in the data active = inhibition above about 32%;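 note: 0% = median of test compound wells and 100% = reference inhibitor wells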
* hit, by the source's call; · = no result given.

Molecule | MITF inh | FBW7 act | GPR151 ag | TEAD-YAP block
CC1CN(C(=O)c2c(NC(=O)c3ccccc3Cl)sc3c2CCC(C(C)(C)C)C3)CC(C)O1 (stereo unspecified) | 1 | -0.1 | 1.4 | 73*
CCOC(=O)c1c(Cl)cc(Cl)c(NC(C)=O)c1[N+](=O)[O-] | 12 | 1.0 | -0.6 | 1
CCc1cccc(NC(=O)C(CCS(C)(=O)=O)N2Cc3ccccc3C2=O)c1 (stereo unspecified) | -20 | 0.2 | -1.3 | -3
COc1ccc(C(C)=O)cc1COC(=O)C(C)Nc1ccc(C(F)(F)F)cc1[N+](=O)[O-] (stereo unspecified) | 18 | 0.1 | 2.5 | -3
COc1cccc(C2CC(=O)N3CN(c4ccc(OC)c(OC)c4)CSC3=C2C#N)c1 (stereo unspecified) | 2 | 0.0 | -0.4 | 1
CCC(Nc1ccccc1)C(=O)N/N=C/c1ccc(OC)c(OC)c1 (stereo unspecified) | 4 | 0.1 | -0.5 | -5
CSCCC(C(=O)O)N1C(=O)c2cc(Cl)c(Cl)cc2C1=O (stereo unspecified) | -4 | -0.5 | 4.7 | 2
O=C(CS(=O)(=O)c1ccc(F)cc1)N1CCN(c2nc3ccccc3s2)CC1 | 17 | -0.1 | 3.0 | -4
CC1CCCC(C)N1C(=O)COC(=O)c1cc(=O)c2ccccc2o1 (stereo unspecified) | 4 | 0.5 | 0.9 | 15
O=C(Nc1cc(C(F)(F)F)ccc1F)c1cccc([N+](=O)[O-])c1 | 11 | 0.0 | 1.6 | 5
CCOc1ccc(S(=O)(=O)NCc2ccsc2)cc1F | -6 | 0.5 | -2.2 | 0
Cc1ccc2cc(/C=C(\C#N)C(N)=O)c(N3CCCCC3)nc2c1 | 3 | -0.1 | -0.1 | 8

Compound profiles, from the list above. Order of screens: MITF inh | FBW7 act | GPR151 ag | TEAD-YAP block
CCOC(=O)c1c(Cl)cc(Cl)c(NC(C)=O)c1[N+](=O)[O-] reads 12 | 1.0 | -0.6 | 1
O=C(Nc1cc(C(F)(F)F)ccc1F)c1cccc([N+](=O)[O-])c1 reads 11 | 0.0 | 1.6 | 5

Further entries follow.
Molecule | MITF inh | FBW7 act | GPR151 ag | TEAD-YAP block
CCOCCCNC(=S)N1CCC(NC(=O)c2ccccc2C)CC1 | 15 | 0.0 | 0.3 | 1
COc1ccc(C(NC(=O)CNC(C)=O)C(=O)Nc2ccc(C(C)C)cc2)cc1 (stereo unspecified) | -2 | -0.2 | -1.5 | -3
CN(Cc1ccccc1)CC(O)COc1ccc(CNCCc2ccncc2)cc1 (stereo unspecified) | 1 | 0.0 | 0.5 | -28
CCc1ccc(N2CC(C(=O)N/N=C/c3cc([N+](=O)[O-])ccc3O)CC2=O)cc1 (stereo unspecified) | 25 | -0.7 | 2.0 | 7
CN(CC(=O)Nc1ccc(OC(F)(F)F)cc1)S(=O)(=O)c1cccs1 | 2 | 0.1 | 2.1 | -15
O=C(NCCN1CCOCC1)c1cnc(N2CCN(Cc3ccc4c(c3)OCO4)CC2)s1 | 1 | 0.0 | -0.3 | -3
Cc1cc(NCCOc2ccccc2)nc(NC2CCN(Cc3ccccc3)CC2)n1 | -1 | -0.1 | -0.2 | 8
O=C(NNC(=O)c1cccc(Cl)c1)c1ccc([N+](=O)[O-])cc1 | -7 | -0.1 | 1.2 | 1
COc1ccc(SCCC(=O)Nc2nc3c(C)cccc3s2)cc1 | -7 | 0.9 | -0.3 | 7
Cc1nccn1CC(=O)N/N=C/c1ccc(Cl)cc1 | 6 | 0.0 | 0.9 | 2
C[C@H]1NC(=O)[C@@H]2C[C@H](NC(=O)OCc3ccccc3)CN2C1=O | 3 | -0.1 | 1.8 | 24
c1ccc(-c2cn3nc4c(nc3n2)[nH]c2ccccc24)cc1 | 12 | -0.1 | 2.1 | -29
COc1ccc(/C=C2N=C(/C=C/c3ccc(C)cc3)OC\2=O)c(OC)c1OC | 3 | 0.0 | 1.0 | -2
CC(C)C(C)(C#N)NC(=O)Cc1cccc2ccccc12 (stereo unspecified) | -2 | -0.1 | -0.3 | 6
CC(/C=C/c1ccco1)=N\NC(=O)c1cccnc1 | -19 | 0.0 | -0.6 | -3
COc1ccc(N2CCN(S(=O)(=O)c3ccc(F)c(C(=O)Nc4ccccc4Br)c3)CC2)cc1 | -2 | 0.1 | 2.5 | 6
O=C(COc1ccccn1)N(Cc1ccccc1)C1CCS(=O)(=O)C1 (stereo unspecified) | -6 | -0.1 | 2.9 | 3
O=c1c2ccccc2nc(SCc2cc(F)ccc2F)n1CC1CCCO1 (stereo unspecified) | 18 | 0.3 | -1.4 | 0
C=CCc1ccc(OCC(O)CN2CCN(Cc3ccccc3)CC2)c(OC)c1 (stereo unspecified) | 13 | 0.0 | 0.9 | 10
Cc1nnc(SCC(=O)Nc2ccccc2)n1-c1ccc(Cl)cc1 | 1 | 0.0 | -0.4 | -2
O=C(c1cccs1)N1CCN(C(=O)N2CCCCC2)CC1 | -4 | 0.2 | 0.0 | 1
CCN(C(=O)Cc1nc(N)n[nH]1)C1(C(=O)Nc2ccccc2)CCCCC1 | 69* | -0.3 | 0.1 | -7
COc1cc(C=O)ccc1OCc1cccc(Cl)c1 | 2 | 0.0 | -2.2 | -28
Cc1ccc(C)c(NC(=O)C(C)n2ncn3cccc3c2=O)c1 (stereo unspecified) | 4 | 0.0 | -0.6 | 3
O=C1CCCC2=C1C(NC(=O)c1ccc(F)cc1)(C(F)(F)F)C(=O)N2Cc1cccnc1 (stereo unspecified) | 12 | -0.1 | -1.3 | 1
O=C(Cc1ccccc1)Nc1ccc(NC(=O)c2ccc([N+](=O)[O-])cc2Cl)cc1 | -3 | 0.0 | 1.4 | 0
O=C1CSC(c2cccnc2)N1c1c(F)cc(F)cc1F (stereo unspecified) | -10 | 0.1 | 0.2 | 3
CC(C)n1cnc2c(NCc3nc4ccccc4[nH]3)nc(-c3ccc(C(N)=O)cc3)nc21 | 5 | 0.0 | -0.8 | 77*
CCC1CCCCN1C(=O)C1CC(c2cc(Cl)c(OC)cc2OC)=NO1 (stereo unspecified) | -2 | 0.0 | 0.3 | -2
Cc1cc(=O)n2nc(N3CCCC3C(=O)NCCN3CCOCC3)sc2n1 (stereo unspecified) | 1 | 0.3 | 0.7 | -7
COc1cccc(C2=N/C(=C\c3cccc(Br)c3)C(=O)O2)c1 | 3 | 0.0 | 1.5 | -4
CCOc1ccc(CSc2n[nH]c(CC)n2)cc1 | 6 | 0.4 | -0.9 | -5
COC(=O)CN1C(=O)C2(C(C#N)=C(N)Oc3n[nH]c(-c4ccc(Cl)c(Cl)c4)c32)c2ccccc21 (stereo unspecified) | 11 | 0.0 | 0.1 | 6
O=C(c1cc2ccccc2oc1=O)N1CCc2ccccc2C1 | 1 | -0.3 | -0.2 | -21
C=CCc1cccc2cc(C(=O)NC)c(=O)oc12 | -14 | -0.1 | -1.2 | -1
O=C(Cc1cc(=O)[nH][nH]1)N/N=C/c1cccc2ccccc12 | 7 | -0.2 | -0.4 | 6
Cc1ccc(S(=O)(=O)N/N=C/c2c(F)cccc2Cl)cc1 | 14 | 0.8 | 0.6 | 11
Cc1nnc2sc(-c3ccccc3NC(=O)c3cccs3)nn12 | 5 | 0.1 | -1.9 | -1
Cc1cccc(OCC(=O)Nc2sc3c(c2C(N)=O)CCC3)c1C | 4 | 0.0 | 0.5 | -25
COC(=O)C1=C2N(Cc3ccccc3)C(C)=C(C(=O)OC)[C@@H](c3ccccc3)N2C(=O)[C@](O)(C(=O)OC)C1 | 4 | -0.3 | -0.3 | ·
Cc1ncn(-c2ccc(Nc3nccc(-c4ccc(C#N)c(N5CCN(C)CC5)c4)n3)cc2)n1 | -2 | -0.2 | -1.9 | 51*
O=C(NNC(=O)c1cc2ccccc2oc1=O)c1ccccc1OCc1ccccc1 | 0 | -0.1 | -0.8 | -10
O=C(Nc1ccccn1)c1ccc(C(=O)N(C2CCCCC2)C2CCCCC2)cc1 | -7 | -0.1 | -1.7 | 14
CCOCCCN1C(=O)CC[C@@H]2CN(C(=O)c3ccc(N4CCCC4=O)cc3)CC[C@@H]21 | -11 | 0.0 | -1.2 | -45
COc1ccc(/C=C/C(=O)NCCSCc2ccco2)cc1 | 5 | -0.1 | -0.8 | 2
CCOc1ccc(NC(=O)Nc2ccn(Cc3ccccc3F)n2)cc1 | -16 | 0.7 | -0.2 | -11
CSC1=NC(=O)/C(=C/C=C/c2ccccc2)S1 | 16 | 0.0 | -4.4 | -29
COc1ccccc1-c1cc2nc(C)c(CCC(=O)Nc3ccc(C(C)=O)cc3)c(C)n2n1 | -15 | 0.1 | 0.8 | 20
CCC(C(=O)Nc1sc(C(N)=O)c(C)c1C#N)c1ccccc1 (stereo unspecified) | 11 | 0.1 | 0.5 | 6
O=C(Cn1nnc(-c2ccccc2)n1)c1ccc(Cl)cc1 | 3 | 0.1 | 1.1 | -8
C[N+](C)(CCO)CCn1cnc2c(N)ncnc21 | 21 | 1.1 | -0.9 | -7
Nc1cccc2c1C(=O)N(C(=O)c1cccc(S(=O)(=O)N3CCCC3)c1)C2=O | 6 | 0.0 | 1.3 | -2
CCOc1ccc(/C=C2/SC(=S)NC2=O)c(OCC)c1 | 1 | 0.0 | -1.3 | -3
Cc1cc2nc(-c3cccc(NC(=O)c4ccc(OCC(C)C)cc4)c3)oc2cc1C | 6 | 0.0 | 0.2 | 0
O=C(Cc1noc2ccccc12)Nc1ccc(F)c(Cl)c1 | -10 | 0.1 | 1.0 | -15
COC(=O)c1cc2ccc3c(c2oc1=O)CN(Cc1ccccc1)CO3 | -5 | -0.1 | 0.3 | 3
Cn1ccnc1C1(O)CCN(C(=O)NC2CCCCC2)CC1 | 2 | 0.1 | 0.0 | 7
c1ccc(CN2CCC(c3nc4ccccc4[nH]3)CC2)nc1 | 23 | 1.0 | -0.5 | 2
Cc1ccc(O)c(NC(=O)COc2cc(C)ccc2C)c1 | -12 | 0.0 | -1.3 | -19
Cc1c(C(=O)N2CCCCCC2)sc2ncn(C)c(=O)c12 | 0 | 0.0 | -0.2 | -1

Later entries:
Molecule | MITF inh | FBW7 act | GPR151 ag | TEAD-YAP block
CCCCCn1c(=O)[nH]c2cc(C(=O)Nc3cccc(F)c3)ccc2c1=O | -12 | -0.1 | 1.0 | 8
OC1(c2ccc3c(c2)OCO3)CCN(Cc2cccnc2)CC1 | 11 | 0.1 | -1.6 | 0
O=C(NCc1noc2ccccc12)N1CCN(C2CCCCC2)CC1 | -6 | 0.0 | -1.4 | -1
Cc1cc(C)n(CCNC(=O)c2ccc(CN3CCCC(CO)C3)[nH]c2=O)n1 (stereo unspecified) | -10 | 0.1 | 0.7 | 4
CSc1nnc(NC(=O)c2ccc(C(C)(C)C)cc2)s1 | -2 | 0.0 | -1.6 | 32*
CCN(C(C)=O)c1nc(CSc2n[nH]c(N)n2)cs1 | -8 | -0.3 | -0.1 | -2
CC(C)Oc1ccccc1CN1C(=O)C(=O)c2cc(Br)ccc21 | 22 | -0.3 | 1.4 | 4
CCOC(=O)C1CCN(Cc2cc(=O)oc3ccc(CC)cc23)CC1 | -2 | -0.1 | -1.2 | -8
CCCCn1c2ccccc2c2nc3ccccc3nc21 | -27 | 0.5 | -0.1 | -5
CCOC(=O)c1ccc(NC(=O)CC(C)c2ccccc2)cc1 (stereo unspecified) | -1 | -0.1 | 0.6 | -7
O=C(/C=C/c1cccc([N+](=O)[O-])c1)Nc1ccc(N2CCOCC2)cc1 | -5 | -0.1 | 0.4 | 8
CC(C)c1ccc(N(CC(=O)N2CCCC2)S(C)(=O)=O)cc1 | 12 | -0.1 | -0.6 | 3

Next part (five carried over from the part before).
Molecule | MITF inh | FBW7 act | GPR151 ag | TEAD-YAP block
CCOC(=O)C1CCN(Cc2cc(=O)oc3ccc(CC)cc23)CC1 | -2 | -0.1 | -1.2 | -8
CCCCn1c2ccccc2c2nc3ccccc3nc21 | -27 | 0.5 | -0.1 | -5
CCOC(=O)c1ccc(NC(=O)CC(C)c2ccccc2)cc1 (stereo unspecified) | -1 | -0.1 | 0.6 | -7
O=C(/C=C/c1cccc([N+](=O)[O-])c1)Nc1ccc(N2CCOCC2)cc1 | -5 | -0.1 | 0.4 | 8
CC(C)c1ccc(N(CC(=O)N2CCCC2)S(C)(=O)=O)cc1 | 12 | -0.1 | -0.6 | 3
CC1=NN(c2ccc(C)cc2)C(=O)/C1=C/c1ccc(C)o1 | 37 | -0.1 | 2.6 | 5
O=C(Nc1ccc(-c2nc3ccc([N+](=O)[O-])cc3[nH]2)cc1)C1CCCCC1 | 4 | -0.2 | 0.6 | -47
COc1ccc(Nc2cc(-c3ccccn3)nc(-c3cccnc3)n2)cc1 | 2 | 0.0 | 2.2 | 10
CCC(C)(C)n1nnnc1C(c1cccnc1)N1CCC(C)CC1 (stereo unspecified) | 3 | -0.5 | -2.5 | -6
O=C(NCCc1nnc2n1CCN(Cc1ccc3ccccc3c1)CC2)C1CCCO1 (stereo unspecified) | 0 | 0.0 | 0.8 | 11
C=CCn1c(SCC(=O)Nc2ccc(S(N)(=O)=O)cc2)nnc1-c1cccnc1 | 18 | 0.2 | -0.4 | 13
Cn1cc(CN2CCCC(c3[nH]ncc3-c3cccc4ccccc34)C2)cn1 (stereo unspecified) | 3 | -0.1 | 2.6 | 4

Assay outcomes as filed in PubChem BioAssay.

This is a random part of the collection; any-hit rate near 3.4%.
